# HT1080 IDH1KD tx = toxicity to HT-1080 IDH1 knockdown cells (counter line). HT-1080 IDH1 knockdown viability, ATP luminescence, 48 h. 360,000 compounds, 2% hits. AID 686971. Potency, µM (top dose mostly 46.1 µM), for inactives: at the highest dose activity, negative = toxicity, usual class: cytotoxic;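 further: potency means the concentration at half of the fitted maximal effect; 0% = DMSO wells and -100% = cell-free medium wells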
#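 IDH1KD HT-1080 cells, 750/well, RPMI + 5% FBS; compound pinned after 2 h settling; 48 h, 37 °C; CellTiter-Glo luminescence; % activity normalised to DMSO and no-cell wells; curves fitted, classed by r2 and efficacy.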
# IL-1B inflam inh = inhibitors of inflammasome signaling (IL-1 beta secretion); AID 743279; 360,000 compounds, 4.7% hits; activity change, % at 57.5 µM; THP-1 LPS/ATP IL-1B secretion, AlphaLISA, 16 h; hits give low values; in the data active means activity change below about -50%; inconclusive means mostly about -30% to -49%; further: on the % scale 0 is the no-effect control and ±100 the full control effect
#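 THP-1 cells pretreated 1 hr with compounds (up to 57.5 uM final), then stimulated with LPS (250 ng/mL final) plus ATP (1.25 mM final); secreted IL-1B measured by AlphaLISA after 16 hr, decreased signal indicating inhibition.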
# SW480 rereplic = DNA re-replication induction in SW480 cells | SW480 DNA re-replication, Hoechst DNA content imaging, 48 h | Potency, µM (doses to about 46.1 µM), inactives show at the top dose re-replication activation, actives largely listed as activators | 340,000 compounds, 1.8% hits | AID 624297; further: potency means the concentration at half of the fitted maximal effect; % of control where 0% means no effect; nearly all actives have a fitted effect of over 55% in size
#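 Readout is total intensity of Hoechst-stained nuclei, excited at 405 nm and collected at 500-530 nm. Compound treatment lasted 48 hr at 37 C in 5% CO2 before staining.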
# KB-V1 MDR tox = KB-V1 MDR subline cytotoxicity; KB-V1 MDR cells viability, CellTiter-Glo, 72 h; Potency, µM (doses to about 46.1 µM), for the others: at the highest dose activity change, negative = cytotoxicity, actives largely listed as cytotoxic; 400,000 compounds, 3.4% hits; AID 1347076; further: potency means the concentration at half of the fitted maximal effect; on the % scale 0 is the no-effect control and ±100 the full control effect; nearly all actives have a fitted effect of over 60% in size
#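 Compound-treated KB-V1 multidrug-resistant cells, 72 h, 37 degrees C; viability by CellTiter-Glo. Fitted qHTS curves give the values.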
# GLP-1R agonist = GLP-1 receptor (human) agonism | HEK293 GLP-1R CRE-luciferase, luminescence, 4-6 h; cells express a hypersensitive GLP-1R form | Potency, µM (doses to about 45.6 µM), for the others: at the highest dose activation, actives largely listed as activators | 380,000 compounds, 0.007% hits | AID 624172; further: potency means the concentration at half of the fitted maximal effect; % of control where 0% means no effect
# Target sequence (P43220 whole entry, looked up): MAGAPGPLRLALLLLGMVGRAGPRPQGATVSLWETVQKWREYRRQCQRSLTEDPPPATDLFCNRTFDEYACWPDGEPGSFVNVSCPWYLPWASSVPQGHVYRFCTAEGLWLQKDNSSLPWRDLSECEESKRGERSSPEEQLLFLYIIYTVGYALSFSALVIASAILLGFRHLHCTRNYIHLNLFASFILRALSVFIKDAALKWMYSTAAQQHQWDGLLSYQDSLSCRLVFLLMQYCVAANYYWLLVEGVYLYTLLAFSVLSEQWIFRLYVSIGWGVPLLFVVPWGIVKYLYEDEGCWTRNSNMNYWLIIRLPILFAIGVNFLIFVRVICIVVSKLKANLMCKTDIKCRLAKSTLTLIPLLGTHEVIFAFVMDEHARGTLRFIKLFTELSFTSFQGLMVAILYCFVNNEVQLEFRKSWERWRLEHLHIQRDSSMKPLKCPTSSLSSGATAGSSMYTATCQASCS
# HT1080-NT tox = kills 2HG-producing HT-1080-NT fibrosarcoma cells; HT-1080-NT fibrosarcoma viability, CellTiter-Glo ATP luminescence, 48 h; Potency, µM (doses to about 46.1 µM), inactives show at the top dose activity, negative = less viability, actives largely listed as cytotoxic; 360,000 compounds, 1.6% hits; AID 686970;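 further: NT is the 2HG producing partner of a matched IDH1 knockdown line; potency means the concentration at half of the fitted maximal effect; 0% = DMSO-treated cells and -100% = media-only wells without cells; nearly all actives have a fitted effect of over 55% in size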
#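 HT-1080-NT; 750 cells/well; 5% FBS RPMI; 48 h compound, 37 degrees C; CellTiter-Glo luminescence; curve fitting and curve-class assignment.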
# DRD3 antagonist = D3 dopamine receptor (human) antagonism. P35462. D3R cells, DiscoveRx beta-arrestin luminescence, antagonist mode; hits give low values. max response, negative = inhibition, %. 360,000 compounds, 2.5% hits; in the data active means max response below about -50%; inconclusive means no clear call, values can overlap the other calls; further: on the % scale 0 is the no-effect control and ±100 the full control effect; mostly tested at two doses, the higher about 12 µM
# Target sequence (P35462 whole entry, looked up): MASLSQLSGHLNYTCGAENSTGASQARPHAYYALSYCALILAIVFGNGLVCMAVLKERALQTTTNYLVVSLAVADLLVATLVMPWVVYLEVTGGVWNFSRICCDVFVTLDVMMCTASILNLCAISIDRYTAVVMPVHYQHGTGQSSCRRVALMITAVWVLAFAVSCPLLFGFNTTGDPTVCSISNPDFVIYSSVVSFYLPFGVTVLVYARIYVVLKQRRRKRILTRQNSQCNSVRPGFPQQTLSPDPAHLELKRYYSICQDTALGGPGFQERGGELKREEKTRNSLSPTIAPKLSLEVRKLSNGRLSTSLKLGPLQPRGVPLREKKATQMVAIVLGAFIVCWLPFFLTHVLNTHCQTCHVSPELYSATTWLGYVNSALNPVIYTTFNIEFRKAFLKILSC
#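 Cells expressing the human receptor were seeded at 1500 cells/well, incubated overnight at 37 degrees C in 5% CO2, then exposed to library compounds with dopamine controls for 90 minutes at 37 degrees C before luminescent detection.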
# DRD3 agonist = agonists of human D3 dopamine receptor; P35462; D3R DiscoveRx beta-arrestin cells, luminescence, 90 min; max activation, %; 410,000 compounds, 0.58% hits; AID 652048; in the data active means max activation above about 30%; further: 0% is about no effect; mostly tested at two doses, the higher about 12 µM
#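 Agonist mode: compounds and dopamine controls were applied to plated cells for 90 min at 37 degrees C after an overnight attachment at 1500 cells/well. Luminescent read-out followed 30 - 60 minutes at room temperature with DiscoveRx detection reagent.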
# KB-3-1 cytotox = kills parental KB-3-1 adenocarcinoma cells; KB-3-1 viability, CellTiter-Glo ATP luminescence, 72 h; Potency, µM (doses to about 46.1 µM), without a hit: top-dose activity change, negative = cytotoxic, actives largely listed as cytotoxic; 400,000 compounds, 1.4% hits; AID 1347075; further: potency means the concentration at half of the fitted maximal effect; on the % scale 0 is the no-effect control and ±100 the full control effect; nearly all actives have a fitted effect of over 60% in size
#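 Luminescent ATP read-out (CellTiter-Glo) measures survival of drug-naive KB-3-1 cells after 72 h compound exposure at 37 °C. Titration series was screened from lowest to highest concentration, with DMSO vehicle plates as background controls.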
# Numbers without * were called inactive; ? = inconclusive; . = no result given; & = joins results of further samples; [ ] = dose if it differs, or a comment. Unless noted, the call rests on the fitted dose curve; in most records, active means well fitted curve in the direction sought with a large enough effect; inconclusive means small, poorly fitted or top-dose-only effect, or another doubt; inactive means no such curve, though single readings can be large; an effect the other way counts as inactive or inconclusive.
SMILES,HT1080 IDH1KD tx,IL-1B inflam inh,SW480 rereplic,KB-V1 MDR tox,GLP-1R agonist,HT1080-NT tox,DRD3 antagonist,DRD3 agonist,KB-3-1 cytotox
O=S(=O)(Nc1ccc(Br)cn1)c1ccc(Cl)s1,0%,30,-1%,18%,-7%,-6%,10,-2,-4%
O=C(Nc1ccc(OCC(F)(F)C(F)F)c(C(F)(F)F)c1)c1ccccc1O,13µM*,?,?,?,-7%,16µM*,0,3,?
O=C1C2CCC(C2)C1CN1CCOCC1 (configuration not stated),2%,-13,-5%,0%,8%,0%,2,6,8%
Cc1cccc(NS(=O)(=O)c2ccc(C)c(C(=O)NNC(=O)c3csc(N4CCOCC4)n3)c2)c1,-1%,-23,-3%,?,6%,-9%,2,3,9%
O=C(CN1CCN(S(=O)(=O)c2ccc(Cl)cc2)CC1)Nc1ccc2c(c1)CCC2,-6%,?,5%,0%,9%,-2%,-2,-8,?
CCc1noc(C)c1C(=O)Nc1nc(-c2ccc(NC(C)=O)cc2)cs1,8%,4,0%,?,-7%,8%,26,4,-1%
COc1ccc(NC(=O)CCc2nnc3ccc(N4CCC(C)CC4)nn23)cc1OC,0%,-5,-1%,-1%,1%,0%,22,8,3%
Cc1ccc(S(=O)(=O)c2cc3c(=O)n4cccc(C)c4nc3n(CC3CCCO3)c2=N)cc1C (configuration not stated),-1%,21,5%,1%,16%,-3%,-1,6,?
CNS(=O)(=O)c1cnccc1N1CCN(c2cccc(C(F)(F)F)c2)CC1,-1%,0,-2%,?,2%,0%,33,6,-2%
Cc1cc(C2=NNC(=Nc3ccc(S(=O)(=O)N4CCOCC4)cc3)SC2)c(C)n1CC1CCCO1 (configuration not stated),-20%,-5,3.7µM*,2%,1%,?,10,17,?
CCOc1ccccc1N(CC(=O)Nc1ccccc1C(=O)NCc1ccco1)S(C)(=O)=O,4%,-5,0%,?,-2%,6%,-21,-1,-14%
CCOc1ccc(CCNC(=O)Nc2ccccc2C)cc1OCC,1%,10,-5%,?,-4%,1%,19,0,0%
CCOc1ccc(OCCC(=O)OCC(=O)Nc2ccc3c(c2)OCCO3)cc1,2%,-6,-12%,?,14%,0%,-1,5,0%
Cc1ccnc(SCCn2c(N3CC(C)OC(C)C3)nc3c2c(=O)n(C)c(=O)n3C)n1 (configuration not stated),-2%,24,-2%,?,3%,2%,-5,6,-11%
C=CCn1c(=O)c2c(nc(-n3nc(C)cc3C)n2C)n(C)c1=O,-7%,-2,-9%,8%,-6%,1%,24,-5,?
CN(C)CCNc1nc2sc3c(c2c(=O)n1CCc1ccccc1)CCCCC3,?,-75*,18µM*,21µM*,8%,-24%,-1,-10,-4%
Nn1c(SCC(=O)N2CCOCC2)nnc1-c1cccnc1,8%,8,-13%,0%,-7%,3%,-7,2,-2%
CCCN(CCC)CCNC(=O)CN1C(=O)COc2ccc(S(=O)(=O)N3CCOCC3)cc21,-2%,13,17%,-11%&10%,-6%&17%,1%,-1,2&-5,-7%&7%
Cc1c(C(=O)NCCN(C)C)oc2ccc(S(=O)(=O)N3CCC4(CC3)OCCO4)cc12,-9%,6,-2%,-2%,6%,-16%,4,-6,5%
C[C@H](NC(=O)[C@@H]1CCCN1C(=O)[C@@H]1CCCN1C(=O)OC(C)(C)C)c1ccccc1,17%,-4,.,-29%,-1%,24%,18,3,1%
C(=N\n1cnnc1SCc1ccccc1)/c1ccco1,12%,-13,-2%[9.22 µM],14%,21%,13%,0,-7,6%
COC(=O)c1cc2occc2n1Cc1nc(-c2cccc(Cl)c2)oc1C,7%,6,-2%,0%&15%,0%,5%,-5,6&3,5%&2%
COc1ccc(CN(CCN)C2CC(C)N(C)CC2C)cc1 (configuration not stated),-3%,-22,-5%[9.22 µM],-15%,-4%,-1%,-21,-7,-17%
COc1cccc(C(=O)N2CCN(Cc3ccccc3Br)CC2)c1,-1%,3,1%,-1%,-3%,6%,-1,5,-1%
Cc1cc(N2CCCCCC2)nc(-c2ccccc2O)n1,-11%,-8,?,-20%,-5%,-5%,-4,-8,?
O=C(CCC(=O)N1CCOc2ccccc21)NC1CCN(Cc2ccccc2)CC1,1%,-13,-3%,20%,9%,12%,5,-8,12%
Cc1ccc2oc(=O)c(/C=C(\O)CC(C)C)nc2c1,-1%,18,-15%,-4%,5%,0%,-10,-5,13%
CCNC(=O)c1cccc(NC(=O)CC2SC(N3CCCCC3)=NC2=O)c1 (configuration not stated),-2%,-1,-6%,0%,-9%,-3%,0,-9,-4%
CCOc1ccc2nc(NCCNC(=O)C(C)C)c(C)cc2c1,-8%,-24,2%,-15%,2%,-14%,4,-2,8%
COc1ccccc1-n1c(=O)c(C#N)c(-c2ccc([N+](=O)[O-])cc2)c2cc(C(=O)c3ccccc3O)cnc21,5%,-6,-6%,?,6%,7%,-5,0,?
Cn1c(=O)c2c(nc(N3CCCCCC3)n2CC(=O)c2ccccc2)n(C)c1=O,2%,23,-1%,9%,-4%,6%,-2,6,-2%
NS(=O)(=O)c1ccc(CCNS(=O)(=O)c2cccc(C(=O)O)c2)cc1,13%,27,-1%,12%,-1%,13%,12,10,-4%
N#Cc1nc(-c2ccco2)oc1NCCCN1CCOCC1,15%,8,-9%,-3%,-5%,8%,8,1,1%
COc1cc(/C=C2\C(=N)N3N=C(S(C)(=O)=O)SC3=NC2=O)ccc1OS(=O)(=O)c1ccc(C)cc1,0%,-4,-9%,-2%,3%,12%,8,1,-19%
O=C(NNC(=S)Nc1ccc(Cl)c(Cl)c1)c1cccc([N+](=O)[O-])c1,-20%,.,?,7%,-1%,-22%,-11,-19,29%
O=C(CN(C1CCCCC1)C1CCCCC1)N1CCc2ccccc2C1,?,-99*,?,-21%,-14%,?,-7,0,-20%

# Some of these compounds in order of length of the SMILES, descending.
SMILES,HT1080 IDH1KD tx,IL-1B inflam inh,SW480 rereplic,KB-V1 MDR tox,GLP-1R agonist,HT1080-NT tox,DRD3 antagonist,DRD3 agonist,KB-3-1 cytotox
NS(=O)(=O)c1ccc(CCNS(=O)(=O)c2cccc(C(=O)O)c2)cc1,13%,27,-1%,12%,-1%,13%,12,10,-4%
Cc1ccc2oc(=O)c(/C=C(\O)CC(C)C)nc2c1,-1%,18,-15%,-4%,5%,0%,-10,-5,13%
Cc1cc(N2CCCCCC2)nc(-c2ccccc2O)n1,-11%,-8,?,-20%,-5%,-5%,-4,-8,?

# (listing goes on)
SMILES,HT1080 IDH1KD tx,IL-1B inflam inh,SW480 rereplic,KB-V1 MDR tox,GLP-1R agonist,HT1080-NT tox,DRD3 antagonist,DRD3 agonist,KB-3-1 cytotox
CC(C)CC(NS(=O)(=O)c1cc(C(=O)O)ccc1Cl)C(=O)O (configuration not stated),11%,22,-35%[inhibitor],?,-4%,?,-15,9,16%
Cc1ccc(S(=O)(=O)NC(C)(C)CSc2nncn2C)cc1,?,0,-13%,-3%,8%,1%,35,19,0%
O=C(CN1C2CCCC1CC(NC(=O)c1ccco1)C2)Nc1ccccc1 (configuration not stated),0%,-14,-1%,?,-3%,0%,-58*,-13,3%
CCOc1ccc(-n2c(SC(C)C)nc3c(c2=O)SCC3)cc1,-21%,-2,14%,2.9µM*,10%,-16%,11,-4,-19%
COc1ccc(Cn2cc(F)c(=O)n(C)c2=O)cc1[N+](=O)[O-],1%,-8,-6%,-2%,0%,2%,24,-17,3%
CSc1cccc(NC(=O)CCCOc2ccccc2)c1,?,15,-4%,4%,8%,-15%,7,7,?
O=C(Nc1ccc(F)cc1)N1CCOCC1,2%,14,-13%,12%,-6%,4%,-4,0,-1%
NC(=O)C1CCN(c2ccc(S(=O)(=O)N3CCCCC3)cc2[N+](=O)[O-])CC1,-9%,2,1%,-8%,-3%,-5%,6,-9,-4%
COc1ccc(OC)c(S(=O)(=O)n2c([N+](=O)[O-])cnc2C)c1,8%,1,0%,0%,2%,13%,-18,1,1%
O=C(COC(=O)/C=C/c1ccco1)Nc1ncc(C(F)(F)F)cc1Cl,9%,18,1%,-9%,-1%,17%,11,18,18%
CN1C(C(=O)NCc2cccc(C(F)(F)F)c2)CC2Cn3c(nc4ccccc43)C21 (configuration not stated),-3%,37,-2%,-8%,-3%,-16%,-11,-10,-27%
O=C(c1cccc([N+](=O)[O-])c1)N1CCOCC1,26%,5,-4%,0%,0%,29%,-15,-1,-5%
COc1ccc(OC)c(NC(=O)CN2C(=O)CSc3ccc(S(=O)(=O)N4CCCC4)cc32)c1,-1%,-18,24%,4%,12%,0%,-4,-2,8%
COc1ccc2nc(N/C(N)=N/C(=S)Nc3c(C)cccc3C)nc(C)c2c1,1%,-63*,26%,?,-7%,-6%,5,1,?

# Filtered by structure: the entries above with a furan ring, fused or not.
SMILES,HT1080 IDH1KD tx,IL-1B inflam inh,SW480 rereplic,KB-V1 MDR tox,GLP-1R agonist,HT1080-NT tox,DRD3 antagonist,DRD3 agonist,KB-3-1 cytotox
CCOc1ccccc1N(CC(=O)Nc1ccccc1C(=O)NCc1ccco1)S(C)(=O)=O,4%,-5,0%,?,-2%,6%,-21,-1,-14%
Cc1c(C(=O)NCCN(C)C)oc2ccc(S(=O)(=O)N3CCC4(CC3)OCCO4)cc12,-9%,6,-2%,-2%,6%,-16%,4,-6,5%
C(=N\n1cnnc1SCc1ccccc1)/c1ccco1,12%,-13,-2%[9.22 µM],14%,21%,13%,0,-7,6%
COC(=O)c1cc2occc2n1Cc1nc(-c2cccc(Cl)c2)oc1C,7%,6,-2%,0%&15%,0%,5%,-5,6&3,5%&2%
N#Cc1nc(-c2ccco2)oc1NCCCN1CCOCC1,15%,8,-9%,-3%,-5%,8%,8,1,1%
O=C(CN1C2CCCC1CC(NC(=O)c1ccco1)C2)Nc1ccccc1 (configuration not stated),0%,-14,-1%,?,-3%,0%,-58*,-13,3%
O=C(COC(=O)/C=C/c1ccco1)Nc1ncc(C(F)(F)F)cc1Cl,9%,18,1%,-9%,-1%,17%,11,18,18%

# Random draw from the library. About 12% of those tested had a hit in this group.
